# M. tuberculosis GlmU: inhibition of mycobacterial GlmU enzyme – biochemical, glucosamine-1-phosphate acetyltransferase (AID 1376); inhibition, %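 (tested at 30 µM in the primary screen)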, or IC50 in µM where a hit was titrated; M. tuberculosis GlmU acetyltransferase enzyme assay; higher % means a stronger effect; actives 0.25% (n = 220,000); in the data active = inhibition above about 13%;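 note: 0% = complete reaction with vehicle and 100% = reaction without substrate; strong numbers were not always called active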
# Mtb RmlCD inh: blocks M. tuberculosis RmlC and RmlD coupled enzymes; actives 0.03% (n = 160,000); AID 1533; inhibition, % at 3.6 µM; P9WH09+P9WH11; RmlC+RmlD coupled enzyme assay, percent inhibition; primary screen in compound mixtures; in the data active = inhibition mostly above about 34%, no sharp cut-off; note: some results filed as inactive read as strong as hits
# Target sequence (P9WH09 whole entry, looked up): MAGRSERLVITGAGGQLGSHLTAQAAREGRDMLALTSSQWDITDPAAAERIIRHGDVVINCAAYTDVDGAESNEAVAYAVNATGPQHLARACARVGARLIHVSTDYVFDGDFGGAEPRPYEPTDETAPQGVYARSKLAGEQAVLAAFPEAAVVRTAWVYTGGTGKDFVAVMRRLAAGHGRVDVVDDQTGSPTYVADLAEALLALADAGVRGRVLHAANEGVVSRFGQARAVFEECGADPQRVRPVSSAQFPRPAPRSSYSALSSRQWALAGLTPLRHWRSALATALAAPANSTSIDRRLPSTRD
# Target sequence (P9WH11 whole entry, looked up): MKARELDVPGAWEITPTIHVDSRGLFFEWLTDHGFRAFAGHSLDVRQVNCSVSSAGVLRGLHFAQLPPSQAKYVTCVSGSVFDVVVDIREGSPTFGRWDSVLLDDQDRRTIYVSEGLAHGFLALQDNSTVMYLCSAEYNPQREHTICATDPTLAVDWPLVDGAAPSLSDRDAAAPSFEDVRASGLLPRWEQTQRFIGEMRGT
# The depositor's hits bear a star; x = not tested or not shown. Some of the compounds tested; rates above refer to the full screens.
SMILES,M. tuberculosis GlmU,Mtb RmlCD inh
COc1ccc(C2CC(C(F)(F)F)n3nc(C(=O)O)c(Cl)c3N2)cc1OC (configuration not stated),-4.8%,9.8
O=C(Nc1cccc(C(=O)O)c1)/C(=C\C=C\c1ccccc1)NC(=O)c1ccccc1,1.1%,22.1
CCCn1nnnc1SCC(=O)N1CCCC1,1.7%,-9.4
CCN1CCN(c2cc(N3CCCC3)c(F)cc2[N+](=O)[O-])CC1,-1.1%,-13.4
CCOc1cc(NC(=O)c2ccccn2)c(OCC)cc1NC(=O)c1cccc(C)c1,2.1%,x
CC1(C)Cc2c(sc(NC(=O)c3ccccc3)c2C(=O)O)CO1,5.7%,x
Cc1ccc(S(=O)(=O)N2CCN=C2c2ccccc2)cc1C,-2.6%,x
Cc1cccc(C(=O)NNC(=O)c2cccc([N+](=O)[O-])c2)c1,-1.4%,6.5
CC(C)CNS(=O)(=O)c1ccc(NC(=O)Cn2nc(-c3ccc(F)cc3)ccc2=O)cc1,-0.8%,-8.4
NC(=O)CC(NC(=O)Cc1cccc2ccccc12)c1ccc(NCc2cc(F)ccc2F)c([N+](=O)[O-])c1 (configuration not stated),1.4%,x
O=C(O)c1cccc(NC(=O)C23CC4CC(C2)CC(n2cnc(Cl)n2)(C4)C3)c1,5.3%,11.0
COc1ccc(NC(=O)C(c2ccccc2)N(C)C(=O)c2cnccn2)cc1 (configuration not stated),0.8%,-3.0
C=CCOC(=O)C1=C[C@H](c2coc3ccccc3c2=O)[C@@H](CCCO)[C@H](OCC)O1,-2.4%,x
O=S(=O)(c1ccc(Cl)cc1)N1CCCC1c1cccnc1 (configuration not stated),-1.7%,13.2
N=c1n(CCN2CCCC2)c2ccccc2n1CC(O)c1ccco1 (configuration not stated),4.2%,x
CCn1c(=O)c(C(=O)Nc2ccccc2S(N)(=O)=O)c(O)c2ccccc21,2.3%,22.9
Cc1nnc(SCc2nnc(-c3ccc(Cl)cc3)o2)n1-c1ccccc1,-0.2%,x
OC1CCN(c2c3c(nc4cc(-c5ccc(Cl)cc5)nn24)CCC3)CC1,0.2%,-2.4
O=C(/C=C/c1cccc(Br)c1)NCC1CCCCC1,-3.5%,20.2
C=CCN(c1cccc(C(F)(F)F)c1)S(=O)(=O)c1cccc(C(=O)OCC(=O)NC)c1,4.0%,-6.5
CC(=O)[C@@H]1[C@@H]2C(=O)N(c3ccccc3F)C(=O)[C@@H]2[C@H]2c3ccccc3C=NN12,6.4%,4.3
COc1ccc(CC(=O)N2N=C(C)CC2(O)c2cccnc2)cc1 (configuration not stated),-2.2%,-4.1
Cc1nonc1OCCn1nnnc1N,3.6%,-11.1
CCN(CC)S(=O)(=O)c1ccc(C(=O)Nc2cccc(C)c2)cc1,-0.7%,-4.4
CCc1ccccc1NC(=O)Cn1nc(C(F)(F)F)cc1C1CC1,-0.4%,3.7
O=C(O)c1cccc(S(=O)(=O)Nc2ccccc2-c2ccccc2)c1,3.6%,-2.2
O=S(=O)(c1ccc2oc(=S)[nH]c2c1)N1CCCCC1,x,1.0
C=CCN(c1ccc(C(=O)Nc2ccc3c(c2)OCO3)cc1)S(C)(=O)=O,7.1%,x
O=C(CSc1nnnn1-c1cccc2ccccc12)Nc1ccc(N2CCOCC2)c(Cl)c1,2.9%,x
O=C(NCc1ccc(F)cc1)c1noc2c1CCCCC2,6.9%,1.9
Cc1ccc(C(=O)O/N=C(\c2ccccc2)c2ccncc2)cc1,x,-52.0
COC(=O)c1c(NC(=O)c2ccccc2)sc(C(=O)c2ccccc2)c1C,-3.7%,x
O=C(NCCOCCNC(=O)OCc1ccccc1)OCc1ccccc1,-2.7%,0.7
NC(=O)Cc1nc2scc(-c3ccc(Cl)cc3)c2c(=O)[nH]1,-4.3%,12.8
O=C(O)c1ccc(NCc2cccnc2)cc1,2.1%,-1.7
Cc1c(C(=O)Nc2cccc(Cl)c2)oc2ccc(S(=O)(=O)N3CCC4(CC3)OCCO4)cc12,x,20.6
COc1ccccc1-n1c(C)nnc1SCC(=O)NCc1ccccc1,-2.5%,x
O=C(Nc1nc(-c2ccc3c(c2)OCO3)cs1)C1CC1,-4.7%,-3.1
CCc1ccc(CN(C)Cc2nc(Cc3cccc(C(F)(F)F)c3)no2)nc1,0.8%,-9.5
Cc1sc2nc(CSCC(=O)N(C)c3ccccc3)[nH]c(=O)c2c1C,3.4%,3.1
CC(=O)c1ccc(NC(=O)c2ccc(S(=O)(=O)c3ccccc3)cc2)cc1,-0.1%,x
CCCCS(=O)CC(O)COc1ccc(C(C)(C)C)cc1 (configuration not stated),6.1%,x
COc1ccc(N2C(=O)[C@@H]3[C@H](C2=O)[C@H]2c4ccccc4C=CN2[C@@H]3C(C)=O)cc1,2.1%,x
COc1cccc(/C=N/NC(=O)CC(=O)NCCc2ccccc2)c1OC,1.6%,x
CCOC(=O)c1cnc2c(Cl)cccc2c1NCCN(C)C,1.1%,-4.7
O=C(Cc1ccc(-c2ccccc2)cc1)NCCN1CCOCC1,1.1%,x
CC(C)c1onc(C(=O)NCc2ccccn2)c1[N+](=O)[O-],-0.8%,2.3
Cc1ccc(OCC(=O)Sc2ccc(C)cc2)cc1,-3.4%,32.8
Nc1ccc(OCc2ccco2)cc1,4.7%,-10.9
COc1cc(-c2nc3n(n2)C(c2cccc(OC)c2OC)C2=C(CCCC2=O)N3)cc(OC)c1OC (configuration not stated),2.4%,-2.4
CCN(CC)c1ccc2c(c1)OC(N)=C(C#N)C2c1cccnc1 (configuration not stated),4.5%,5.7
O=C(CCN1C(=O)C2C3C=CC(C4CC34)C2C1=O)Oc1ccc(Br)cc1 (configuration not stated),-2.4%,-12.7
C=CCn1c(O)c(C(C)=NCCN2CCOCC2)c(=O)[nH]c1=O,-0.9%,-4.9
O=C(N/N=C/c1cccc(O)c1)c1ccc(COc2cccc3cccnc23)cc1,-4.7%,-7.1
CC(=O)Nc1ccccc1C(=O)C(=O)Nc1ccc(C(=O)NCC2CCCO2)cc1 (configuration not stated),-8.6%,10.8
COCC1CCN(Cc2cn[nH]c2-c2cc3ccccc3o2)C1 (configuration not stated),2.0%,10.8
CCOC(=O)N1CCC(NC(=O)c2ccc(CS(=O)(=O)c3ccc(OC)cc3)o2)CC1,-0.4%,-2.2
CCC(=O)Nc1cc(C(=O)O)ccc1Sc1ccccc1,-2.3%,3.2
COc1ccccc1OCC(=O)N1CCNC1=O,7.0%,x
O=C(NCCSC1CCCCC1)c1ccccc1,0.2%,4.0
# Carrying on:
SMILES,M. tuberculosis GlmU,Mtb RmlCD inh
O=C(O)c1ccc(NC(CSCc2cccc(F)c2)C(=O)O)c([N+](=O)[O-])c1 (configuration not stated),4.0%,x
CC1CN(CN2C(=O)c3ccccc3C2=O)CC(C)O1 (configuration not stated),-4.5%,-2.0
CCCN(CCC)S(=O)(=O)c1ccc(N2CCCC2=O)c([N+](=O)[O-])c1,4.6%,-9.6
CCOC(=O)C1CCCN(C(=O)c2cc(-c3ccccc3)on2)C1 (configuration not stated),1.3%,1.0
O=C(NC1CC(=O)c2sccc21)c1ccc(Cl)cc1Cl (configuration not stated),-7.1%,7.2
Cc1ccccc1NS(=O)(=O)c1cc(OCC(N)=O)c(C)cc1Cl,1.1%,-8.7
Cc1cccc(NC(=O)Cn2c(=O)oc3ccccc32)c1,x,4.0
O=C(Cn1c(=O)oc2ccccc21)N1CCCCC1,1.2%,x
COC(=O)c1ccc([C@H]2C=C(C(=O)O)O[C@@H](OCc3ccc(CO)cc3)C2)cc1,-1.4%,x
O=C(Cn1c(=O)oc2ccccc21)N1CCN(c2ccccc2)CC1,-0.9%,-7.6
CC(CC(=O)O)C(=O)c1ccc(Cl)c([N+](=O)[O-])c1 (configuration not stated),2.6%,15.1
CC(=O)Nc1ccc(S(=O)(=O)NNC(=O)COc2ccc(C(C)(C)C)cc2)cc1,0.0%,8.9
CCCCCCCCC(=O)O,0.3%,x
O=C(Nc1nc(-c2ccc3c(c2)OCO3)cs1)C1COc2ccccc2O1 (configuration not stated),0.2%,6.2
COC(=O)COC(=O)c1ccc(Oc2nc(OC)nc(N(C)C)n2)cc1,x,11.8
CCN(CC)C(=O)c1sc2[nH]c(=S)n(-c3ccccc3)c(=O)c2c1C,5.6%,x
CC1CCCN(C(=O)CSCC(=O)Nc2nc(-c3cccs3)cs2)C1 (configuration not stated),4.2%,-9.3
COCCNC(=O)NC(=O)COC(=O)c1ccc2[nH]c3c(c2c1)CCCC3,-1.2%,9.5
Cc1cccc(NC2=NC(=S)N(CC#N)C23CCCCC3)c1,0.9%,x
C=CCCOc1ccccc1C(N)=O,5.0%,10.2
CCCCCCn1c(N(CC)CC)nc2c1c(=O)[nH]c(=O)n2C,1.8%,-2.3
Fc1ccc(-c2nc3ccccc3c3nc4ccccc4n23)cc1,1.8%,-8.6
Cc1cc(C)nc(SCc2cc(=O)c(OC(=O)c3ccc(S(=O)(=O)N(C)C)cc3)co2)n1,0.1%,14.4
CC1CC(=O)c2cn3c(nc2C1)nc1ccccc13 (configuration not stated),2.1%,6.1
O=C(N/N=C\c1cccc([N+](=O)[O-])c1O)C1COc2ccccc2O1 (configuration not stated),-1.6%,-2.0
CCCCn1c(=O)nc2n(-c3ccccc3)c3ccccc3cc-2c1=O,9.1%,x
COC(=O)c1ccc(/C=N/NC(=O)CNc2cccc(C)c2)cc1,0.0%,0.3
COC(=O)c1c(NC(=O)CN2CCN(c3ccccc3OC)CC2)c2cc(C)ccc2n1C,4.5%,-5.5
O=S(=O)(CC(O)COc1ccccc1Cl)c1ccccc1 (configuration not stated),-0.9%,x
Cn1c(=O)c(=O)n(C)c2cc(S(=O)(=O)N3CCN(c4ccccc4F)CC3)ccc21,-0.2%,x
O=C(CSc1ccccc1)Nc1ccc(S(=O)(=O)NCC2CCCO2)cc1 (configuration not stated),-2.6%,x
O=C(Nc1nncs1)c1cccc(S(=O)(=O)N2CCOCC2)c1,5.9%,1.9
Cc1cc(OCC(=O)N2CCc3ccccc3C2)c2c(-c3ccccc3)cc(=O)oc2c1,-7.5%,-1.5
CCCN(CC1CC1)C(=O)CCc1nnc(C(OC)c2ccccc2)o1 (configuration not stated),2.4%,0.2
CC(C)C(=O)NC(=S)Nc1ccc(S(=O)(=O)N2CCN(C)CC2)cc1,-0.6%,-4.6
CC(c1ccccc1)n1c(Cn2ncc3ccccc3c2=O)n[nH]c1=S (configuration not stated),2.6%,1.3
COc1cc(/C=N/NC(N)=O)cc([N+](=O)[O-])c1O,-6.9%,8.2
Cc1ccc(C)c(OCCn2cc(/C=C(\C#N)C(=O)NCC3CCCO3)c3ccccc32)c1 (configuration not stated),-7.4%,-12.5
COc1cc(O)c(C(CCN2CCCCC2)c2ccc3c(c2)OCO3)c(OC)c1 (configuration not stated),10.9%,-16.1
CN(Cc1cccnc1)C(=O)c1cc(COc2ccc3ncccc3c2)on1,-2.6%,x
O=c1[nH]c(O)c(N=Nc2cc([N+](=O)[O-])ccc2O)c(=O)[nH]1,-4.0%,1.3
CN(C)C(Cc1ccccc1)C(=O)c1cccs1 (configuration not stated),-2.0%,6.0
O=C(COc1ccc(Br)cc1Br)NC(=S)N1CCCc2ccccc21,-0.1%,0.7
CCN1/C(=C/c2cc[n+](C)cc2)C=Cc2cc(C)ccc21,3.0%,7.0
Cc1nnc(NC(=O)CSc2nccn2C)s1,-2.5%,x
Cc1nnc2c3ccccc3c(-c3ccccc3)nn12,7.7%,x
Cc1cc(C)cc(N(CC(=O)NCc2ccco2)S(=O)(=O)c2c(C)noc2C)c1,1.1%,-1.6
CCN(CC)C(=O)N1CCC(NC(=O)c2ccccc2)CC1,-9.3%,x

# Among those listed so far, 13 have an aryl methoxy group:
SMILES,M. tuberculosis GlmU,Mtb RmlCD inh
COc1ccc(C2CC(C(F)(F)F)n3nc(C(=O)O)c(Cl)c3N2)cc1OC (configuration not stated),-4.8%,9.8
COc1ccc(NC(=O)C(c2ccccc2)N(C)C(=O)c2cnccn2)cc1 (configuration not stated),0.8%,-3.0
COc1ccc(CC(=O)N2N=C(C)CC2(O)c2cccnc2)cc1 (configuration not stated),-2.2%,-4.1
COc1ccccc1-n1c(C)nnc1SCC(=O)NCc1ccccc1,-2.5%,x
COc1ccc(N2C(=O)[C@@H]3[C@H](C2=O)[C@H]2c4ccccc4C=CN2[C@@H]3C(C)=O)cc1,2.1%,x
COc1cccc(/C=N/NC(=O)CC(=O)NCCc2ccccc2)c1OC,1.6%,x
COc1cc(-c2nc3n(n2)C(c2cccc(OC)c2OC)C2=C(CCCC2=O)N3)cc(OC)c1OC (configuration not stated),2.4%,-2.4
CCOC(=O)N1CCC(NC(=O)c2ccc(CS(=O)(=O)c3ccc(OC)cc3)o2)CC1,-0.4%,-2.2
COc1ccccc1OCC(=O)N1CCNC1=O,7.0%,x
COC(=O)COC(=O)c1ccc(Oc2nc(OC)nc(N(C)C)n2)cc1,x,11.8
COC(=O)c1c(NC(=O)CN2CCN(c3ccccc3OC)CC2)c2cc(C)ccc2n1C,4.5%,-5.5
COc1cc(/C=N/NC(N)=O)cc([N+](=O)[O-])c1O,-6.9%,8.2
COc1cc(O)c(C(CCN2CCCCC2)c2ccc3c(c2)OCO3)c(OC)c1 (configuration not stated),10.9%,-16.1

# Remaining list, next part:
SMILES,M. tuberculosis GlmU,Mtb RmlCD inh
CC12CC(c3ccccc3O1)C(/C(N)=N/NC(=O)c1ccc(F)cc1)C(=O)N2 (configuration not stated),-6.3%,-4.1
COc1ccc(Br)cc1C(=O)Nc1cccc(C)c1C,2.8%,x
CC(=O)Nc1ccc2c(c1)ncn2C1CCCCC1,-3.0%,x
CCOC(=O)C(=CNc1ccc(O)c(C(=O)OC)c1)C(=O)OCC,-5.0%,x
CCC(C)NC(=O)CC(NS(=O)(=O)c1ccc(NC(C)=O)cc1)C(C)C (configuration not stated),2.0%,-12.4
CCn1c(SCC(=O)c2cc(OC)ccc2OC)nnc1-c1ccncc1,-1.0%,x
COc1ccc(N2CCN(S(=O)(=O)/C=C/c3ccccc3)CC2)cc1,-0.7%,-9.2
O=C(CCN1CCOCC1)N/N=C/c1cc([N+](=O)[O-])ccc1OC(F)F,-4.8%,1.8
CC1(C)CC2(CC(c3ccccc3)Oc3cc(O)ccc32)NC(=O)N1 (configuration not stated),-2.0%,1.8
